# CYP2C19 activ – cytochrome P450 2C19 (human) activation | P33261 | recombinant CYP2C19, luciferin-H EGE luminescence; hits give high values; 0 = fully inhibited enzyme, 1 = untreated enzyme | activation factor at 5 µM | 96,000 tested, under 10 active | AID 1025;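 active means activation factor of at least 2 at 5 µM in the primary screen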;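 further: 0 = wells with 2.5 mM tranylcypromine and 1 = vehicle-only wells; values of inactives mirror those of a sister screen read the other way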
# Target sequence (P33261 whole entry, looked up): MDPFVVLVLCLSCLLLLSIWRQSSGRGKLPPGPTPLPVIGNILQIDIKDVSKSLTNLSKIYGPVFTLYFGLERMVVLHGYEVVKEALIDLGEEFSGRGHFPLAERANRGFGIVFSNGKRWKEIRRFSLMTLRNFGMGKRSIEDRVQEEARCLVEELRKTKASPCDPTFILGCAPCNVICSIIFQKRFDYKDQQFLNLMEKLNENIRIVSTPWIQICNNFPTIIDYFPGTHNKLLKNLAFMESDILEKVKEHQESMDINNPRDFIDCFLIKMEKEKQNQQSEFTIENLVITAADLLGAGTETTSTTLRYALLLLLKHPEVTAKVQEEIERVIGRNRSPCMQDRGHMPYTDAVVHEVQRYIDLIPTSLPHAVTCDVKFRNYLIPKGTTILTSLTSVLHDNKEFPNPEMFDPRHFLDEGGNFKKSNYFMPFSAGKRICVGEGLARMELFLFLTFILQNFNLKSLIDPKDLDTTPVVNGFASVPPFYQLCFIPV
# Mac1 fbg enh – enhancers of human CD11b/CD18 binding to fibrinogen | activation, % at 10 µM | actives 0.07% (n = 93,000) | AID 1499 | P05107+P11215 | K562 CD11b/CD18 adhesion to fibrinogen, ATPlite luminescence;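 active means 10 µM primary screen giving 50% or more activity, confirmed by 40% or more on retest at that dose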; further: strong numbers were not always called active
# CYP2C19 inh – inhibitors of human CYP2C19 | P33261 | CYP2C19 Supersomes, luciferin-H EGE luminescence, 30 min | inhibition, % at 5 µM | actives 21% (n = 96,000) | AID 778;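 active means CYP2C19 inhibition above a set limit at 5 µM in the primary screen, cut at about 50% in these data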;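 further: plate controls were negative control wells for no effect and 2.5 mM tranylcypromine positive control for full effect; values of inactives mirror those of a sister screen read the other way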
# Mac1 fbg inh – inhibitors of human CD11b/CD18 binding to fibrinogen. K562 CD11b/CD18 adhesion to fibrinogen, ATPlite luminescence; Mn2+ added to activate the integrin. inhibition, % at 10 µM. actives 0.54% (n = 93,000);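 active means primary inhibition of 50% or more at 10 µM, then 40% or more on retest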; further: some results filed as inactive read as strong as hits
# H69AR inhibit – growth inhibitors of human H69AR lung tumor cells; H69AR lung tumor viability, ATP luminescence, 72 h; hits give low values; viability, % at 10 µM; actives 6% (n = 85,000);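 active means viability at or below 40%; inactive means viability above 40%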;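 further: multidrug resistant small cell line overexpressing MRP-1 efflux transporter; 100% = mean luminescence of untreated control wells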
# ERa SRC1 pot – enhances coactivator binding to human estrogen receptor alpha. P03372. TR-FRET ERalpha-LBD/SRC-Cy5 coactivator binding, 2 h; 100 = basal binding, no effect. coactivator binding (% of control), % at 25.6 µM. actives 1.3% (n = 86,000); in the data active means activity above about 200%;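 further: binding measured in presence of low estradiol as agonist stimulus; 0% = peptide alone without receptor and 100% = receptor with peptide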
# Target sequence (P03372 whole entry, looked up, the tested form may be a part): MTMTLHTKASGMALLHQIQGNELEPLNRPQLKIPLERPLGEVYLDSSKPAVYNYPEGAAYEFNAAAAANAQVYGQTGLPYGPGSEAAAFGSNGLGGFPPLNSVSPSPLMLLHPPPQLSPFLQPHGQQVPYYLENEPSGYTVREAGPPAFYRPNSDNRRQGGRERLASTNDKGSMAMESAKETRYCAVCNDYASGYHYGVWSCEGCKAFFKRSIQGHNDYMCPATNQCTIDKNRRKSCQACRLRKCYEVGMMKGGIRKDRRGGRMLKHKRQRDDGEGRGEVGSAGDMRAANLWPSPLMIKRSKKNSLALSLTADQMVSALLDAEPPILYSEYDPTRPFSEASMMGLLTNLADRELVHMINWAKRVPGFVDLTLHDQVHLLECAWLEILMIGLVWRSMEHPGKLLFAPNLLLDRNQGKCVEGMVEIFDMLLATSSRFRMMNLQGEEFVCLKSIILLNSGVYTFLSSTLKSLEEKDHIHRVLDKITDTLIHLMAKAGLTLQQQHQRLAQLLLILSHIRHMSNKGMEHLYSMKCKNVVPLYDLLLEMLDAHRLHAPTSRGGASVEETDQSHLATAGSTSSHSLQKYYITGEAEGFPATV
# Fibroblast inh – blocks proliferation of human lung fibroblasts | LL 47 human lung fibroblast viability, ATP luminescence; hits give low values | viability, % at 10 µM | actives 1.1% (n = 85,000);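 active means viability at or below 50% in the single dose screen; inactive means viability above 50%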;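 further: compound exposure lasted 72 h before the ATP readout; 100% = median luminescence of untreated cell-only wells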
#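 Material: Human LL 47 lung fibroblast cells | Input: 1,150 cells/well | Buffer or medium: IMEM plus 15% FBS | Compound dosing: 0.1% DMSO in all compound wells | Times: Overnight cell rest, 72 h compound treatment at 37 °C | Signal: CellTiter-Glo luminescence measuring cellular ATP | Measure: % viability versus median cells-only luminescence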
# ERa coact inh – ER-alpha (human) coactivator binding inhibition | P03372 | TR-FRET ER-alpha LBD / SRC-1 peptide, estradiol-bound | inhibition, % at 25.6 µM | actives 1.7% (n = 86,000) | AID 629; in the data active means inhibition above about 50%;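 further: 0% = receptor plus peptide control and 100% = peptide only without receptor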
# HUVEC prolif 384 – inhibitors of human endothelial cell proliferation. actives 1.1% (n = 86,000). viability, % at 10 µM (by protocol). HUVEC proliferation, CellTiter-Glo luminescence, 72 h; hits give low values;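 active means viability at or below 30%; inactive means viability above 30%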;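 further: 100% = median luminescence of DMSO-only cell control wells on each plate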
# An asterisk follows results filed as active; / = not tested or not shown; [ ] = dose if it differs, or a comment.
SMILES,CYP2C19 activ,Mac1 fbg enh,CYP2C19 inh,Mac1 fbg inh,H69AR inhibit,ERa SRC1 pot,Fibroblast inh,ERa coact inh,HUVEC prolif 384
O=C1c2cccnc2C(=O)N1Cc1ccc(F)cc1,0.8,/,18.3,/,96.0,117.7,103.8,0.5[fluorescence artefact?],106.5
COc1cc(OC)c(NC(=O)c2ccc(Br)o2)cc1Cl,0.2,6.0,79.4*,-6.6,58.5,112.5,94.5,19.1,74.5
O=C(/C=C/c1ccccc1)c1ccccc1,/,/,/,/,1.5*,102.2,85.7,1.6,77.6
Cc1nnc2n1NC(c1ccc(Cl)cc1)C(C(=O)N1CCC(C)CC1)S2 (stereo not drawn),1,-1.4,3.0,1.6,90.1,112.7,97.2,9.8,101.3
O=C(NCc1nc2ccccc2[nH]1)c1cccs1,0.5,-2.8,46.8,-7.3,97.5,97.4,109.5,-5.8,108.1
CC(=O)OCC(OC(C)=O)C(OC(C)=O)C(OC(C)=O)C(=O)Nc1ccc(C)cc1C (stereo not drawn),1.2,-2.1,-18.5,-5.2,102.6,106.4,101.7,3.7,99.2
Clc1ccc(CN2C3=NCCN3c3ccccc32)cc1,0.8,-3.0,20.7,-5.9,80.9,84.9,88.7,-0.5,88.3
CCOC(=O)c1[nH]c2cc(OC)c(OC)cc2c1N,0.3,-1.4,71.5*,12.5,101.3,93.7,101.6,-3.5,106.8
CCn1c(Cc2ccccc2)nnc1SCC(=O)OC(C)C,0.7,1.8,31.6,2.1,83.2,115.0,98.2,4.5,88.1
Cc1cc(O)ccc1Nc1nc2ccccc2nc1Nc1ccc(O)cc1C,0.1,11.4,87.2*,-3.9,76.8,30.9[fluorescence artefact?],89.2,23.8[fluorescence artefact?],74.0
COc1cc2ccccc2cc1C(=O)Nc1ccccc1N1CCN(S(C)(=O)=O)CC1,0.5,55.9,50.3*,-14.3,70.2,158.2,94.6,-8.2,93.7
COC(=O)C1=C(C)NC(=O)/C1=C\c1cc(C)n(-c2c(C)cccc2C)c1C,0.6,-7.4,43.7,14.0,45.8,74.9,60.2,-1.8,26.6*
O=C(Nc1ccccc1)OCCOc1ccccc1,0.2,3.4,84.7*,-13.6,95.1,84.5,101.6,-0.4[fluorescence artefact?],96.8
CCCCCn1c(=N)n(CC(O)COc2ccccc2OC)c2ccccc21 (stereo not drawn),0.9,-1.7,12.0,15.5,/,/,/,/,/
O=C(CN(CC1CCCO1)C(=O)CCC(=O)Nc1ccccn1)NCC1CCCO1 (stereo not drawn),1,1.0,-2.5,-7.2,89.6,94.6,100.2,-3.5,95.9
CC1CCCN(C(C(=O)Nc2ccc3c(c2)OCO3)c2ccccc2)C1 (stereo not drawn),0.2,0.0,80.1*,-4.8,92.7,99.9,86.8,-7.7,103.1
Cc1ccc(S(=O)(=O)/C(C#N)=C/c2c(N3CCN(C)CC3)nc3c(C)cccn3c2=O)cc1,0.9,1.2,9.2,-17.2,89.6,81.6[fluorescence artefact?],94.6,-13.8,73.8
Nc1cc(=O)[nH]c(SCc2nnc(-c3ccccc3)o2)n1,1.1,-3.3,-12.1,-5.5,74.1,84.8,92.2,-2.2,93.3
CCOC(=O)CSc1nc2ccsc2c(=O)n1C1CCN(C(=O)OCC)CC1,0.6,2.1,42.1,-6.3,100.4,113.5,91.2,0.8,115.8
Cc1ccc(C(C(=O)NCc2ccco2)N(C(=O)Cn2nnc3ccccc32)c2ccccc2)o1 (stereo not drawn),0.7,-3.0,25.6,7.0,/,120.8,98.2,-11.4,105.7
CCCCCCn1c(=O)c(-c2nc3ccccc3c(=O)[nH]2)c(O)c2ccccc21,1.1,-0.9,-14.4,23.6,90.1,141.4,101.5,-4.0,100.3
CN(Cc1cccc(F)c1)C(=O)c1ccc(S(=O)(=O)C(F)F)cc1,0.4,-4.5,59.3*,5.0,94.9,122.1,99.9,1.7,103.5
CC(=O)c1c(C)[nH]c(C(=O)OC2CCCCC2=O)c1C (stereo not drawn),0.7,2.4,25.7,-11.7,99.6,77.5,98.3,-6.1,91.2
CS(=O)(=O)N(CC(=O)N1CCN(c2ccc(F)cc2)CC1)c1cccc(Cl)c1,0.6,-0.9,37.1,1.6,76.4,98.9,99.8,-5.0,89.1
CCOc1ccc2nc(NC(=O)c3ccc(OC)c(S(=O)(=O)N4CCOCC4)c3)sc2c1,0.9,2.7,11.3,-33.9,51.6,186.8,94.6,17.6,69.2

# Next section
SMILES,CYP2C19 activ,Mac1 fbg enh,CYP2C19 inh,Mac1 fbg inh,H69AR inhibit,ERa SRC1 pot,Fibroblast inh,ERa coact inh,HUVEC prolif 384
CC(NC(=O)c1nn(C)c(=O)c2ccccc12)c1ccccc1 (stereo not drawn),/,/,/,/,82.9,108.5,91.4,-3.2,104.7
CC1(C)CC(=O)C2=C(C1)NC(Nc1nc3ccccc3o1)=NC21CCCCC1,1,-0.2,2.9,3.7,68.5,120.9,93.3,-4.1,76.0
O=C1CCC/C1=c1\s/c(=C\c2cccnc2)c(=O)n1-c1ccccc1,0.7,-1.4,28.4,-9.8,59.4,113.3[fluorescence artefact?],107.2,-10.1[fluorescence artefact?],83.4
COCCCNS(=O)(=O)c1ccccc1,0.6,-4.0,38.5,-2.8,98.5,109.6,97.4,-0.2,98.1
COc1ccc(-c2nnc(SC(C)C(=O)Nc3cccc(Cl)c3)o2)cc1 (stereo not drawn),0.5,-3.6,48.5,17.6,89.9,89.4,99.5,-5.4,107.7
O=C(O)CSc1ncnc2c1oc1ccccc12,1,-2.9,0.7,-0.1,98.8,94.2,98.3,-5.6,95.3
COc1cc(C)c(S(=O)(=O)N2CCOCC2)cc1C(C)C,0.5,6.2,52.7*,-4.2,72.3,114.5,102.1,0.5,93.9
O=C(O)Cn1c(-c2cscn2)nc2ccccc21,1.2,-1.8,-18.4,-5.1,100.0,102.0,97.1,-6.2,101.8
Cc1ccc(Cn2c(CN3CCOCC3)nc3c2c(=O)n(C)c(=O)n3C)cc1,/,/,/,/,88.4,103.0,99.5,-0.5,90.6
CC(C)SCCCCOc1ccc2ccccc2c1,0.9,-1.6,7.1,-7.1,/,/,/,/,/
CCOC(=O)C1=C(Cn2cnc3ccccc32)NC(=O)NC1c1ccc(Cl)cc1 (stereo not drawn),0.7,-0.4,33.8,-0.7,91.2,85.2,88.8,13.6,79.8
Cc1cc2c(cc1C)N(CC(=O)N1CCCC1)C(=O)CC(c1ccccc1)=N2,0.7,-1.9,35.0,-13.9,90.1,117.0,91.9,8.3,93.6
O=C(CN1CCC(O)(c2ccc(F)cc2)CC1)NCc1ccc(F)cc1,1,4.1,4.4,1.2,90.3,95.3,98.8,28.2,99.4
NC(=O)c1cc(N2C(=O)C=CC2=O)ccc1Cl,1.1,-4.1,-13.9,-2.7,/,/,/,/,/
Cc1c(NC(=O)C2CCCNC2=O)c(=O)n(-c2ccccc2)n1C (stereo not drawn),0.9,-1.7,11.0,0.8,38.5*,119.3,/,-3.3,93.5
Cc1cc(C)n(CCc2nc3c4ccccc4n(CC#N)c(=O)n3n2)n1,1,-0.2,1.6,-28.1,91.8,63.5[fluorescence artefact?],90.2,-10.2,104.2
O=C1C2CC=C(Cl)CC2C(=O)N1CN(Cc1ccco1)CN1C(=O)C2CC=C(Cl)CC2C1=O (stereo not drawn),0.8,33.6,23.6,-11.7,41.5,175.0,94.7,33.0[fluorescence artefact?],89.4
Cc1cc(SCc2cc(=O)[nH]c3ccccc23)nc2ccccc12,1.1,-1.0,-6.5,-16.9,57.4,195.6[fluorescence artefact?],91.6,15.1[fluorescence artefact?],67.9
CC(C)CC(NC(=O)OC(C)(C)C)C(=O)NC(C(=O)N1CCCC1C(N)=O)C(C)C (stereo not drawn),1.1,-1.8,-9.5,-44.4,/,/,/,/,/
CCOC(=O)c1ccc(NC(=O)COc2cc(=O)n(CC)c3ccccc23)cc1,1,15.1,0.2,-0.7,79.0,890.2*[fluorescence artefact?],113.0,-65.9[fluorescence artefact?],101.7
CCn1c(CNC(=O)COc2ccc(C(C)C)cc2)nnc1SCC(=O)Nc1cc(F)ccc1C,0.8,4.8,17.8,-0.3,/,/,/,/,/
O=C(CCCC(=O)OCC(F)(F)C(F)F)Nc1nccs1,0.5,0.4,51.3*,-18.3,96.1,100.8,100.2,3.9,107.8
Cc1cc(Cn2ccnc2)c(C)cc1Cn1ccnc1,0,3.3,97.1*,-24.8,91.4,98.6,100.4,-4.6,91.5
COc1ccc(-c2c(C#N)c(N)nc3c2CCCC3)cc1OC,/,/,/,/,78.6,118.2,95.4,0.8,103.9
O=C(C1CCCN(S(=O)(=O)c2cnc[nH]2)C1)N(CCc1ccccc1)Cc1ccccc1 (stereo not drawn),0.3,-1.2,73.6*,-7.4,80.2,102.3,97.1,-0.1,91.3

# Next section
SMILES,CYP2C19 activ,Mac1 fbg enh,CYP2C19 inh,Mac1 fbg inh,H69AR inhibit,ERa SRC1 pot,Fibroblast inh,ERa coact inh,HUVEC prolif 384
CCCN(CC(=O)Nc1c(C)cccc1CC)C(=O)SCC,0.4,-2.5,59.9*,8.0,/,/,/,/,/
COc1ccc(C(C(=O)OC(C)CN(C)C)c2ccccc2)cc1 (stereo not drawn),0.9,3.0,8.9,-13.0,/,/,/,/,/
CN1CCN(/C(=N\S(=O)(=O)c2ccc(F)cc2)c2ccccc2)CC1,1.1,-0.8,-9.1,-6.7,/,95.3,117.0,12.2,95.3
COc1ccc(C(=O)CSc2cc(C)nc(SCC(=O)c3ccc(C)cc3)n2)cc1,/,/,/,/,57.2,122.4,88.4,10.2,89.7
O=C(Cn1cc([N+](=O)[O-])cn1)Nc1ccn(Cc2c(F)c(F)c(F)c(F)c2F)n1,0.7,-0.2,30.0,-4.2,/,/,/,/,/
CCOc1cccc(NC(=O)C2CC(=O)NC(=Nc3ccccc3)S2)c1 (stereo not drawn),0.8,1.2,19.1,-0.5,85.5,110.5,89.0,-5.0,96.2
N#Cc1ccccc1CN1C(=O)S/C(=C/c2cccn2-c2ccc(C(=O)O)cc2)C1=O,1,-1.6,2.3,12.5,/,/,/,/,/
c1coc(-c2nc3nc4ccccc4n3nc2-c2ccco2)c1,1.2,0.3,-23.4,4.3,82.6,69.4[fluorescence artefact?],91.4,27.2,95.0
C/C=C/c1ccccc1OCc1ccc(C(=O)OC)o1,0.7,7.1,27.0,-10.0,68.3,86.6,95.5,-4.8,106.1
Cn1c(-c2ccccc2)c(CCO)c2ccccc21,/,/,/,/,84.7,90.1,94.2,8.1,86.5
CN1CCN(CC(=O)O)CC1,0.9,-4.9,8.5,-38.3,/,/,/,/,/
CCn1nnc(-c2ccccc2NS(=O)(=O)c2ccc(S(=O)(=O)N(C)C3CCCCC3)cc2)n1,0.8,7.0,17.1,-3.8,52.2,110.7,76.8,5.5[fluorescence artefact?],89.6
CC(=O)Nc1ccc(C(=O)NC2CCCC2)cc1,1,-0.9,-3.0,-6.1,84.4,91.6,101.7,4.3,106.8
N#CCCN(Cc1cccnc1)C(=O)Nc1ccccc1,0.7,-0.9,31.4,37.5,93.2,109.6,96.0,-2.6,85.6

# High-throughput results: PubChem BioAssay, several laboratories
